MEX-5 binding: MEX-5 zinc finger RNA-binding disruptors – biochemical, C. elegans, fluorescence polarization, MLPCN library, primary screen; 300,000 tested, 0.38% active; Zinc finger protein mex-5 (Caenorhabditis elegans), Q9XUB2; activity score (negative = inhibition of binding), % at 10 µM; MEX-5/FITC-TCR2 RNA binding; stronger effect = lower value; AID 1832, 2009;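 active = inhibition past about -25% in most replicates, and total fluorescence under double the plate's negative control median, limit read from the data; inconclusive = replicates evenly split on the limit, or fluorescence at least double controls; inactive = too little inhibition in most replicates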;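 also: 0% = DMSO and -100% = 5 µM competing unlabeled TCR2 RNA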
MCL1 BIM primary: inhibitors of MCL1 binding to BIM-BH3, primary screen, biochemical, fluorescence polarization; 320,000 tested, 0.68% active; GST-MCL1 / FITC-Bim-BH3 fluorescence polarization; inhibition, % at 10.9 µM; AID 2057, 2009;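 active = inhibition above the mean inhibition of all tested compounds plus 3 SD, set per campaign, cut at about 40% in these data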;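 also: 0% = DMSO wells and 100% = unlabeled Bim-BH3 peptide control; higher means more loss of mP so more displacement of Bim peptide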
Target sequence (Q07820 whole entry, looked up): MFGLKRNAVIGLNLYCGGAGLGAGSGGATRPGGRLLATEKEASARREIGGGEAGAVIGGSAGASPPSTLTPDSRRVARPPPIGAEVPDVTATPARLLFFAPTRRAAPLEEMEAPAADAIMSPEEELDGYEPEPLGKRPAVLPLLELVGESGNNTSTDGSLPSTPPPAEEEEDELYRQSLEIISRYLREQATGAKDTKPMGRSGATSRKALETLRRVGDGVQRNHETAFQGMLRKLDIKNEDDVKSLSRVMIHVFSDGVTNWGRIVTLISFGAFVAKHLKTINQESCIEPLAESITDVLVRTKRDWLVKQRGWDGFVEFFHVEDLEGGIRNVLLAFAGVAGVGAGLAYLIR
Fam108B counter: mouse Fam108B serine hydrolase inhibitors, primary screen, counter-screen for RBBP9 inhibitor project, biochemical, fluorescence polarization; AID 1947, 2009; recombinant Fam108B, FP-Rh probe fluorescence polarization; inhibition, % at 9.51 µM; 300,000 tested, 0.33% active;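 active = inhibition above the screen mean inhibition plus 3 SD, computed separately per campaign, cut at about 18% in these data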;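 also: inhibitors lower polarization as less probe binds the enzyme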
CIT2 TOR yeast: modulators of CIT2-GFP expression in yeast, primary screen, S. cerevisiae, GFP fusion, multiplex flow cytometry, MLPCN library; S. cerevisiae CIT2-GFP strain, 3 h; 100 means same as DMSO wells; AID 2029, 2009; GFP response vs DMSO, % at 10 µM; 320,000 tested, 0.065% active;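 active = GFP response relative to DMSO above a set limit, near the screen mean plus 3 SD, cut at about 150% in these data; inconclusive = Fewer than 70 cells measured for a yeast strain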;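 also: ratio of well median GFP fluorescence to mean of DMSO wells on the plate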
VLA-4 inh: inhibition in human VLA-4 binding assay, primary screen, VLA-4 allosteric modulator project, MLPCN library, flow cytometry, VLA-4 expressing cells; AID 2557, 2010; ligand binding flow cytometry; Integrin alpha-4 (Homo sapiens), P13612; 330,000 tested, 0.2% active; inhibition, % (about 7 µM as worked out from the volumes in the protocol); in the data active = inhibition above about 50%
GRK2 inh: compounds blocking aptamer binding on GRK2 – biochemical, human GRK2, bead flow cytometry, HTS, primary screen. FAM-aptamer displacement from GRK2. inhibition of aptamer binding, % at 10 µM. 330,000 tested, 0.59% active;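 active = inhibition of aptamer binding above 40%, roughly 3 SD of noise, on plates passing a quality check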;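 also: median bead fluorescence of bound FAM aptamer so fluorescent compounds give negative values; no value below 0 was filed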
Target sequence (P25098 whole entry, looked up): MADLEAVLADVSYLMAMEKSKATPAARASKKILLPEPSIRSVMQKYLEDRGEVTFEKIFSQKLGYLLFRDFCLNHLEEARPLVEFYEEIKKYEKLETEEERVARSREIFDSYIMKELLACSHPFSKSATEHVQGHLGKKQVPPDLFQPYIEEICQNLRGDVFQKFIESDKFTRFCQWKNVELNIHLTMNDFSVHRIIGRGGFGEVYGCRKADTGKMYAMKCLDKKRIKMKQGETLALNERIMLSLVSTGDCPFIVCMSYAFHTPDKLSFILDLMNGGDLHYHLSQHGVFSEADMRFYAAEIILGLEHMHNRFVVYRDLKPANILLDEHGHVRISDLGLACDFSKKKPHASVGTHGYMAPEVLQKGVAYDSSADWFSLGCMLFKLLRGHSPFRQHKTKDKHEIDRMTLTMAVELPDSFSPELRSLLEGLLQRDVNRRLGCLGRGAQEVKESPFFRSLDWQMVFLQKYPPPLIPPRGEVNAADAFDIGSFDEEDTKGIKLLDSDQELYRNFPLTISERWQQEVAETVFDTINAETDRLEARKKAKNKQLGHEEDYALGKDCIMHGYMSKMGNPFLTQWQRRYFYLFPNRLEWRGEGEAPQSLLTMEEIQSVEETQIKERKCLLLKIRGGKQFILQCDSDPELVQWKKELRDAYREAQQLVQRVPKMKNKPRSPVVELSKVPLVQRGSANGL
AGP1-GFP MLPCN: modulators of AGP1-GFP expression in yeast TOR pathway, primary screen, cell-based, multiplex flow cytometry, S. cerevisiae, MLPCN library; 3 h; GFP as percent of DMSO wells; GFP response vs DMSO, % at 10 µM; 320,000 tested, 0.02% active; AID 2066, 2009;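 active = GFP response relative to DMSO above a set limit, near screen average plus 3 SD, cut at about 150% in these data; inconclusive = fewer than 70 cells counted for the yeast strain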;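 also: median GFP channel fluorescence of the gated AGP1 strain per well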
GLD-1 TGE inh: GLD-1/TGE RNA complex disruptors, primary screen, biochemical, fluorescence polarization. Female germline-specific tumor suppressor gld-1 (Caenorhabditis elegans), Q17339. purified GLD-1 + fluorescein TGE RNA. inhibition, % at 5.96 µM. 320,000 tested, 0.44% active;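 active = percent inhibition above a per-plate cutoff, the plate mean of test compounds plus 3 SD, cut at about 30% in these data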;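 also: 0% = DMSO wells with GLD-1 and probe and 100% = wells lacking GLD-1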
BCLXL inh: inhibitors of human Bcl-xL, primary screen, biochemical, fluorescence polarization, HTS; 320,000 tested, 0.7% active; GST-Bcl-xL / FITC-Bim BH3 peptide fluorescence polarization; inhibition, % at 10.9 µM; AID 2129, 2009;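 active = inhibition above the mean of all tested compounds plus 3 SD, cutoff set per campaign, cut at about 30% in these data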;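 also: 0% = DMSO wells and 100% = unlabeled Bim-BH3 peptide competitor; inhibitors lower millipolarization by displacing the labeled peptide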
Active calls of the source: *; ? = inconclusive; . = no result given.

item	Structure	MEX-5 binding	MCL1 BIM primary	Fam108B counter	CIT2 TOR yeast	VLA-4 inh	GRK2 inh	AGP1-GFP MLPCN	GLD-1 TGE inh	BCLXL inh
1	CCCc1noc2c1/C(=N\O)CC(c1ccccc1)C2 (centres undefined)	-1.2	4.7	4.3	?	-16.4	0.0	76.3	3.0	4.0
2	COc1ccc(C(=O)NC(=S)NNC(=O)CCc2ccccc2)cc1	12.2	11.8	6.4	107.1	5.5	0.0	111.0	-0.3	8.8
3	OC(c1ccc(Cl)cc1)c1nnc(-c2ccccc2)o1 (centres undefined)	-0.6	-0.8	0.8	83.2	6.7	1.0	85.7	3.3	-0.9
4	O=C(NCc1ccncc1)Nc1cc(Cl)ccc1Cl	-0.6	2.4	2.9	103.5	3.3	3.0	101.6	9.9	5.2
5	C=CCNCCCCOc1cccc(Br)c1	0.3	4.6	1.5	94.9	6.9	2.0	96.8	-2.9	6.2
6	Cc1[nH]cnc1C(=O)N/N=C/c1ccc([N+](=O)[O-])s1	-5.2	7.6	2.3	100.4	5.5	2.0	94.3	6.0	4.7
7	NC(=S)NNc1c(F)c(F)c(F)c(F)c1F	-1.6	-0.2	4.0	97.6	-3.1	0.0	98.0	-0.5	-1.5
8	O=C1CN(C(=S)NC(=O)c2ccccc2[N+](=O)[O-])CCN1	2.2	8.2	-0.5	99.9	11.0	2.0	97.7	-3.4	4.6
9	CCOC(=O)C1(Cc2cccc(OC)c2)CCN(Cc2cccc(OCC)c2O)CC1	-0.5	2.1	2.8	101.2	1.5	0.0	103.9	2.2	3.8
10	COc1cc(NC(=O)C2CCCN(S(=O)(=O)c3cccc4nsnc34)C2)cc(OC)c1 (centres undefined)	-0.2	-0.8	-1.4	106.0	-68.7	0.0	103.1	-3.1	9.5
11	O=C1OCC(c2ccc(Cl)s2)=C1c1ccccc1[N+](=O)[O-]	0.5	5.6	1.8	116.6	20.0	0.0	101.4	-2.8	6.3
12	CCN1CCN(c2ccc(NC(=O)c3ccc(OC)c(S(=O)(=O)N4CCCC4)c3)cc2)CC1	.	-9.7	.	109.7	-23.2	0.0	110.8	0.6	-8.2
13	COc1ccc(C(=O)Nc2ccc(F)cc2F)cc1	-1.8	-1.0	2.9	113.8	3.8	0.0	112.9	-1.7	0.1
14	O=C(COc1ccc(Cl)cc1Cl)NNC(=S)Nc1ccc(F)cc1	-0.7	5.9	-0.9	98.8	3.5	17.0	99.9	8.6	-0.5
15	COc1ccc(C(NC(C)=O)c2cc(Cl)c3cccnc3c2O)cc1OC (centres undefined)	0.4	22.9	2.1	.	0.4	0.0	98.2	4.2	6.4
16	Cc1cccc(C(=O)NNC(=O)C2CCN(C(=O)OC(C)(C)C)CC2)c1	1.3	-2.4	2.5	102.9	-9.8	0.0	108.0	3.2	6.4
17	COc1ccc(-c2cc(C(=O)Nc3ccccc3)on2)cc1	2.5	4.4	-4.3	89.2	-1.6	1.0	89.8	-1.6	8.2
18	Cc1cc(-c2ccc(C)c(S(=O)(=O)NCCCN3CCN(c4ccccc4F)CC3)c2)on1	-1.4	-3.1	-5.2	101.2	8.3	0.0	101.1	2.2	3.8
19	COc1ccc(C)cc1NC(=O)C(OC(=O)CNC(=O)c1ccc(Oc2ccccc2)cc1)c1ccccc1 (centres undefined)	0.3	1.3	-23.3	98.2	31.4	0.0	94.5	-6.5	3.9
20	CCCC(C)C(=O)Nc1nnc(C)s1 (centres undefined)	-1.3	4.6	-0.2	110.7	-2.9	0.0	99.0	9.9	-0.8
21	CCCCC(=O)N(CCOC)c1nnc(-c2ccc(OC)cc2)s1	-2.1	8.3	-2.6	90.6	2.3	0.0	94.2	1.8	7.6
22	O=C(Nc1ccccc1C(=O)NCc1ccccc1)c1ccccc1	.	-3.1	1.6	105.0	8.3	1.0	101.3	6.4	2.3
23	CCN(CC)CCNC(=O)C1CCN(S(=O)(=O)N2CCCCC2)CC1	1.1	-1.1	-0.1	97.5	-4.7	0.0	97.3	6.7	1.4
24	COc1ccc(-c2csc(NCc3ccco3)n2)cc1	2.0	-2.9	1.0	96.1	-6.1	0.0	87.4	1.1	0.9
25	CCOC(=O)c1sc(NC(=O)CC(C)c2ccccc2)nc1C (centres undefined)	4.6	12.9	1.3	107.4	7.8	3.0	105.8	0.4	4.6
26	CC(=O)Nc1ccc(NC(=O)CCOc2cc(C)ccc2C)cc1	0.6	-6.4	-2.0	88.8	16.6	0.0	90.0	4.5	3.6
27	Cc1c(S(=O)(=O)NC(C)c2ccccc2)c(=O)n(C)c(=O)n1C (centres undefined)	-2.1	8.8	4.5	99.9	9.1	6.0	112.8	2.9	4.2
28	COCCOC(=O)C1=C(C)NC(C)=C(C(=O)OCCOC)C1/C=C/c1ccccc1OC	0.2	-1.7	-0.3	108.8	7.0	3.0	109.5	2.3	2.8
29	Cc1ccc(NC(=O)CNCc2cccs2)cc1Br	1.9	4.0	4.9	97.6	-12.8	3.0	108.3	2.1	4.5
30	O=C(NCc1cccnc1)Nc1ccc(Br)cc1Cl	-0.1	-4.8	7.4	99.7	2.1	2.0	101.0	-3.5	0.6
31	COc1cccc(CNC(=O)CN2c3cccc4cccc(c34)S2(=O)=O)c1	0.1	30.9	4.3	96.0	-8.8	0.0	101.9	-3.3	7.3
32	O=C(NC(=S)NN1CCOCC1)c1cc(Br)ccc1Cl	.	.	.	98.9	-0.5	3.0	99.2	20.0	.
33	Cc1cccc(-c2noc(-c3ccc(Cl)cc3[N+](=O)[O-])n2)c1	0.1	4.4	2.1	100.0	-2.4	0.0	93.3	3.5	4.3
34	CC(NC(=O)Nc1ccc(Cl)cc1)c1ccc2c(c1)OCO2 (centres undefined)	1.3	4.2	0.7	90.8	14.6	1.0	91.5	4.0	-1.8
35	CCCCCN(C(=O)NC(=O)Nc1nncs1)S(C)(=O)=O	1.2	11.2	-5.8	102.4	-9.8	0.0	101.4	-4.2	2.9
36	COc1ccc(NS(=O)(=O)c2cccc(C(=O)NN=Cc3ccc(OC)cc3OC)c2)cc1	.	.	.	80.0	-3.0	2.0	97.9	2.7	.
37	CC(=O)c1sc(NC(=O)CCS(=O)(=O)c2ccc(Cl)cc2)nc1C	-1.4	-1.8	-3.5	112.7	36.5	0.0	108.2	4.5	-0.7
38	CCN(CC)CCNC(=O)c1ccc2c(=O)n(C3CCCC3)c(=S)[nH]c2c1	2.6	3.3	5.6	98.7	6.1	0.0	99.0	4.1	-0.5
39	ClCc1ncc(-c2ccc(Cl)cc2)o1	2.6	1.6	-2.8	95.8	14.6	0.0	106.6	1.7	3.6
40	Cc1ccccc1S(=O)(=O)Nc1ncnc2ccccc12	-0.8	-4.1	-1.5	104.0	4.2	1.0	102.3	4.7	2.3
41	CC(=O)c1ccc(-c2ccc(C(=O)Nc3nc(C)c(C(C)=O)s3)o2)cc1	.	-77.5	.	93.0	-4.8	0.0	96.0	-0.3	-50.1
42	Cc1[nH]c2ccccc2c1CCO	2.5	-1.3	-2.0	108.3	8.9	0.0	.	-5.6	-4.4
43	CCCCn1c(N)c(N(CC(C)C)C(=O)CC2OC(=O)c3ccccc32)c(=O)[nH]c1=O (centres undefined)	5.9	-7.5	-0.4	89.1	-6.6	2.0	102.3	-5.5	-4.6
44	O=C(NCc1ccc(F)cc1)c1cccc2c1C(=O)N(Cc1cccnc1)C2	0.0	9.7	6.7	101.3	-3.3	5.0	101.5	-5.2	5.0
45	Cc1c(NC(=S)N/N=C/C=C/c2ccc([N+](=O)[O-])cc2)c(=O)n(-c2ccccc2)n1C	-2.3	1.6	1.5	97.3	15.2	2.0	99.3	-5.5	0.8
46	CCN(CC)CCCNC(=O)c1cc2c(-c3cccc(OC)c3)nn(C)c2s1	-1.3	8.7	4.2	111.0	-3.8	0.0	105.0	1.2	12.1
47	COc1ccc(-c2nnnn2C)cc1S(=O)(=O)NCCc1ccccc1	-1.2	-7.9	2.2	86.5	4.7	2.0	92.4	-5.5	-2.6
48	COCCC(=O)N1CCC(Oc2ccc(C(=O)NC3CCCCC3)cc2)CC1	-1.4	-12.1	-1.4	96.7	13.1	1.0	93.2	0.2	3.8
49	CCOc1ccc(NC(=O)N(CCN(C)C)C(C)c2ccncc2)cc1 (centres undefined)	0.7	4.2	3.0	99.1	17.9	4.0	93.1	2.1	6.3
50	COc1ccc(S(=O)(=O)Nc2c(C)n(C)n(-c3ccccc3)c2=O)cc1Br	0.4	-0.6	-3.0	97.4	1.3	2.0	99.7	-2.0	2.7
51	CC(=O)c1c(C)[nH]c(C(=O)Nc2ccc(Cl)cc2F)c1C	3.1	6.7	-1.4	88.9	13.3	0.0	89.2	1.2	7.8
52	COc1ccccc1OCCC(=O)OCC(=O)NC(=O)NC(C)(C)C	0.7	8.9	-2.1	82.8	5.1	0.0	84.9	7.1	5.0
53	CS(=O)(=O)c1ccc2nc(NC(NC(=O)c3ccco3)(C(F)(F)F)C(F)(F)F)sc2c1	0.1	10.2	7.1	88.7	0.5	0.0	103.4	1.6	4.7
54	CCOc1ccc(N(CC(=O)Nc2ccccc2F)S(=O)(=O)c2c(C)[nH]c(=O)[nH]c2=O)cc1	-0.1	-2.1	-0.8	99.2	14.8	6.0	100.2	2.9	9.6
55	O=C(Nc1cccc(S(=O)(=O)N2CCCCC2)c1)c1ccc2ccccc2n1	2.0	-4.5	-17.7	117.0	4.1	0.0	102.0	-5.2	8.9
56	Cc1cc(-c2ccccc2)nc2c(Br)c(=O)[nH]n12	1.9	-8.6	-1.9	108.3	3.2	0.0	100.0	6.0	3.8
57	Fc1cccc(-n2c(-c3cccs3)nc3nc4ccccc4nc32)c1	-5.8	-0.1	-6.1	99.5	2.4	3.0	72.8	-2.9	2.0
58	Cn1nc(C(=O)OCC(=O)c2ccc(Br)cc2)c2ccccc2c1=O	.	-18.5	.	86.2	2.7	0.0	93.9	5.2	-4.7
59	CS(=O)(=O)N1CCC(C(=O)N2CCN(c3cccc(Cl)c3)CC2)CC1	1.2	-1.3	-4.4	98.3	5.0	1.0	100.8	3.9	5.3
60	Cc1ccc(S(=O)(=O)NCCc2cccs2)cc1	0.2	1.6	-1.7	95.9	-0.1	0.0	100.0	4.1	1.1
61	Cc1ccccc1-n1c(-c2ccc(Cl)cc2)cnc1SCC(=O)NC1CCS(=O)(=O)C1 (centres undefined)	-0.6	-1.8	10.5	85.3	1.8	3.0	115.9	0.7	-0.3
